RXFP1 antag = blocks the human relaxin receptor RXFP1 | activity change, negative = inhibition, % at 57.5 µM | Q9HBX9 | hit rate 0.59% among 350,000 | HEK293-RXFP1, relaxin-stimulated cAMP HTRF, 30 min; active compounds read low;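 active = activity change of -60% or lower, but not beyond a set lower limit; inconclusive = change between -60% and -40%, or beyond the set limit; inactive = change above -40%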; also: % is scaled to controls: 0 for no effect and ±100 for the full control effect
Vif-APOBEC3G blk = inhibitors of Vif-APOBEC3G interaction; hit rate 0.076% among 410,000; HeLa A3G-eYFP + Vif (tagged APOBEC3G with the HIV-1 protein that degrades it), YFP fluorescence, overnight; AID 602310; Q9HC16; Potency, µM (doses to about 46.1 µM), for inactives: at the top dose activity, negative = active, actives largely listed as inhibitors;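 also: potency is read from the fitted curve at half-maximal effect; % is scaled to controls: 0 for no effect and ±100 for the full control effect; nearly all actives have a fitted effect of over 60% in size; hits raise eYFP signal because A3G escapes Vif-driven loss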
Target sequence (Q9HC16 whole entry, looked up): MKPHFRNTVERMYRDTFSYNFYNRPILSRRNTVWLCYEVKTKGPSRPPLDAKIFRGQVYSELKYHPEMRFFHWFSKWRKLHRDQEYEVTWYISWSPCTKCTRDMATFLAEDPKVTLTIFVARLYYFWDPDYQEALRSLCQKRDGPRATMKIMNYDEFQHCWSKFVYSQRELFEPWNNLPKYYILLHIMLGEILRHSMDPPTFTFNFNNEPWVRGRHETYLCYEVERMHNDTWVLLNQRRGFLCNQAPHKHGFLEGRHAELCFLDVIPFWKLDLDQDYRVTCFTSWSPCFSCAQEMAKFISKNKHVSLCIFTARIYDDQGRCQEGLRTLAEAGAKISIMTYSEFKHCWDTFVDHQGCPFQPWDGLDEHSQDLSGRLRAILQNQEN
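Read-out is eYFP fluorescence (Ex 488/Em 500-530) from Vif-expressing HeLa A3G-eYFP cells; more signal means A3G escaped Vif-mediated degradation. Cells plated overnight, compound pinned in, incubated overnight at 37 deg C.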
D1 ag = activates the human D1 dopamine receptor; P21728; HEK293 T-REx D1 cells, calcium flux, agonist mode; activation, % at 2 µM; hit rate 1% among 360,000; AID 504660; in the data active = activation above about 30%; also: 0% is about no effect
Target sequence (P21728 whole entry, looked up): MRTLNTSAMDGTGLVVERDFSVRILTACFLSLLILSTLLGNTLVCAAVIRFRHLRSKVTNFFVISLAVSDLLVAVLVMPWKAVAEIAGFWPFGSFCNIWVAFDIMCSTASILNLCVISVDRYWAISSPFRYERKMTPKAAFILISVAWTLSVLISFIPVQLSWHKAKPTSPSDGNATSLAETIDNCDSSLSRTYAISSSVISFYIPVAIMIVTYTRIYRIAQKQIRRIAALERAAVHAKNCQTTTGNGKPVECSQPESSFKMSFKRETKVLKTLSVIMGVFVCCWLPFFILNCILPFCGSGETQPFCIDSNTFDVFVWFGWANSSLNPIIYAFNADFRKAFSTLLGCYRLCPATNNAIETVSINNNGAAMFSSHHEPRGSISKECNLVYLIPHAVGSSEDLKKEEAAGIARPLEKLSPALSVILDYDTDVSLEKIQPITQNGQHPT
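Tetracycline-induced HEK293 TREx D1 cells, force-coupled to calcium signalling, were dye-loaded with a no-wash calcium kit. Compound was pin-added after a 10 s baseline. Fluorescence was read kinetically at 1 cycle/s for 180 s, with calcium rises flagged as agonism.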
Glioma ERSR ind = ER stress response induction in glioma. U87-MG GRP78 promoter luciferase reporter, 16 h. Potency, µM, for inactives: at the highest dose activation, hits mostly activators. hit rate 0.02% among 420,000. AID 602332; also: potency is read from the fitted curve at half-maximal effect; series mostly up to about 76 µM; % of control where 0% means no effect; nearly all actives have a fitted effect of over 35% in size
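Stably transfected U87-MG glioma cells carrying a GRP78-based luciferase sensor; 16 h compound incubation. Luminescence end-point read 10 min after Bright-Glo addition at room temperature.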
D2 potentiator = positively modulates the human D2 dopamine receptor allosterically; P14416; HEK293 T-REx D2, calcium flux, EC20 dopamine potentiation; potentiation, % at 10 µM; hit rate 0.34% among 340,000; AID 485347;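 active = potentiation over 3 SD above the plate norm, cut at about 30% in these data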; also: 0% is about no effect
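Using a no-wash calcium dye in inducible, force-coupled HEK293 Trex cells expressing D2, we tracked fluorescence each second for 180 s after compound, then for 180 s after EC20 dopamine to detect augmented signalling.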
D1 antagonist = antagonists of human D1 dopamine receptor | HEK293 TREx D1 cells, calcium flux, dopamine EC80; active compounds read low | hit rate 3.2% among 360,000 | AID 504652 | P21728 | activity change, negative = inhibition, % at 10 µM; in the data active = activity change below about -30%; also: % is scaled to controls: 0 for no effect and ±100 for the full control effect
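Calcium flux readout: force-coupled, inducible Hek293 Trex D1 line, cells induced overnight at 30 C with tetracycline, dye-loaded 30–90 min at RT. Antagonism scored against EC80 dopamine challenge given 180 s after compound.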
RXFP1 agonist = activates the human relaxin receptor RXFP1. HEK293T-RXFP1 cAMP TR-FRET, 30 min; response scale: percent of porcine relaxin response, buffer zero. Potency, µM (titrated, usually from 57.5 µM), inactives show top-dose activation, most hits filed as activators. hit rate 0.3% among 370,000; also: potency is read from the fitted curve at half-maximal effect; % is scaled to controls: 0 for no effect and ±100 for the full control effect; nearly all actives have a fitted effect of over 60% in size; many of its hits are not listed in these tables
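Agonist response is measured as cAMP accumulation in an RXFP1-transfected HEK293T line under PDE4 inhibition. Values are scaled between buffer-only and 29 nM porcine relaxin, and EC50s come from standard Hill equation fits.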
Vif-A3F inh = blocks the Vif interaction with APOBEC3F | hit rate 0.2% among 390,000 | Potency, µM (series often up to 46.1 µM), for the others: at the top dose activity, negative = active | AID 602313 | HeLa A3F-eYFP + Vif (tagged APOBEC3F with the HIV-1 protein that degrades it), YFP fluorescence increase; also: potency is read from the fitted curve at half-maximal effect; % of control where 0% means no effect; nearly all actives have a fitted effect of over 65% in size
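HeLa cells stably expressing A3F-eYFP plus Vif, plated and incubated overnight at 37 deg C, then exposed to compounds overnight at 37 deg C. Blocked degradation read as raised yellow fluorescence (Ex 488/Em 500-530).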
D1 potentiator = human D1 dopamine receptor positive modulation. potentiation, % at 10 µM. hit rate 0.036% among 360,000. HEK293 TREx D1 cells, calcium flux, dopamine EC20 potentiation; in the data active = potentiation above about 30%; also: 0% is about no effect
Starred values were filed as active, the others as inactive; ? = inconclusive; / = no result given; & = joins results of further samples. Unless noted, calls follow the shape of the dose curve; as a rule, active = well fitted curve in the direction sought with a large enough effect; inconclusive = small, poorly fitted or top-dose-only effect, or another doubt; inactive = no such curve, though single readings can be large; an effect the other way counts as inactive or inconclusive.

The first five compounds, to show the layout:
RXFP1 antag,Vif-APOBEC3G blk,D1 ag,Glioma ERSR ind,D2 potentiator,D1 antagonist,RXFP1 agonist,Vif-A3F inh,D1 potentiator,canonical_smiles
13,-1%,1,1%,16,6,-0.1%,4%,-4,COc1ccc(C(C)(C)C)cc1NC(=O)CSc1ncn[nH]1
/,/,8,/,0,19,1.4%,/,8,CC(=O)c1cc2c(cc1NC(=O)CCC1CCCC1)OCO2
0,0%,2,-3%,/,3,2.6%,-8%,-3,CCOC(=O)NN1C(=O)c2ccccc2NC1C (centres undefined)
-8,2%,/,-2%,/,/,/,3%,/,O=C(O)c1cccnc1C(=O)c1ccccc1
-10,0%,9,-5%,-4,-1,2.4%,5%,-2,O=C(CN1CCCC1)Nc1sc2c(c1C(=O)Nc1ccc(Br)cc1)CCC2

The listing, repeating the preview:
RXFP1 antag,Vif-APOBEC3G blk,D1 ag,Glioma ERSR ind,D2 potentiator,D1 antagonist,RXFP1 agonist,Vif-A3F inh,D1 potentiator,canonical_smiles
13,-1%,1,1%,16,6,-0.1%,4%,-4,COc1ccc(C(C)(C)C)cc1NC(=O)CSc1ncn[nH]1
/,/,8,/,0,19,1.4%,/,8,CC(=O)c1cc2c(cc1NC(=O)CCC1CCCC1)OCO2
0,0%,2,-3%,/,3,2.6%,-8%,-3,CCOC(=O)NN1C(=O)c2ccccc2NC1C (centres undefined)
-8,2%,/,-2%,/,/,/,3%,/,O=C(O)c1cccnc1C(=O)c1ccccc1
-10,0%,9,-5%,-4,-1,2.4%,5%,-2,O=C(CN1CCCC1)Nc1sc2c(c1C(=O)Nc1ccc(Br)cc1)CCC2
/,/,2,/,/,-11,0.9%,/,-3,Oc1cc(Nc2ccc(N3CCCCC3)cc2)cc2cccnc12
4,0%,4,5%,0,-2,2.8%,0%,5,COc1ccccc1-c1cc(-c2cc(Cl)ccc2O)n[nH]1
/,/,2,/,0,-12,-0.1%,/,0,Cc1cccc(NC(=O)CSc2nc3[nH]ncc3c(=O)n2-c2ccccc2)c1
8,0%,6,-2%,-1,3,0.8%,0%,3,COCCNc1nc2ccccc2n1CC(=O)c1ccc(OC)c(OC)c1
7,2%&4%,12&19,-7%&-3%,-3&-7,1&-28,-5.5%&1.8%,-1%&7%,-6&-3,COc1ccccc1N(CC(=O)NCCSCc1ccccc1)S(=O)(=O)c1ccc(C)cc1
-5,-6%,3,1%,-14,5,0.5%,-4%,0,CCC(Cc1ccccc1)NC(=O)CCc1ccccc1 (centres undefined)
-4,3%,4,-4%,12,-19,-1.0%,-5%,0,Cc1cc(N2C(=O)C3C4CC(C(Br)C4Br)C3C2=O)no1 (centres undefined)

Ordered by number of heavy atoms (highest first): part of the list above.
RXFP1 antag,Vif-APOBEC3G blk,D1 ag,Glioma ERSR ind,D2 potentiator,D1 antagonist,RXFP1 agonist,Vif-A3F inh,D1 potentiator,canonical_smiles
7,2%&4%,12&19,-7%&-3%,-3&-7,1&-28,-5.5%&1.8%,-1%&7%,-6&-3,COc1ccccc1N(CC(=O)NCCSCc1ccccc1)S(=O)(=O)c1ccc(C)cc1
/,/,2,/,0,-12,-0.1%,/,0,Cc1cccc(NC(=O)CSc2nc3[nH]ncc3c(=O)n2-c2ccccc2)c1
13,-1%,1,1%,16,6,-0.1%,4%,-4,COc1ccc(C(C)(C)C)cc1NC(=O)CSc1ncn[nH]1
-5,-6%,3,1%,-14,5,0.5%,-4%,0,CCC(Cc1ccccc1)NC(=O)CCc1ccccc1 (centres undefined)
-4,3%,4,-4%,12,-19,-1.0%,-5%,0,Cc1cc(N2C(=O)C3C4CC(C(Br)C4Br)C3C2=O)no1 (centres undefined)
0,0%,2,-3%,/,3,2.6%,-8%,-3,CCOC(=O)NN1C(=O)c2ccccc2NC1C (centres undefined)

More compounds
RXFP1 antag,Vif-APOBEC3G blk,D1 ag,Glioma ERSR ind,D2 potentiator,D1 antagonist,RXFP1 agonist,Vif-A3F inh,D1 potentiator,canonical_smiles
9,-10%,0,?,6,-14,1.6%,-1%,-4,CC(C)/C=C(/C(=O)c1ccc(Cl)cc1Cl)n1cncn1
-12,-6%,1,-2%,-13,-18,1.5%,-1%,-5,Cc1cccc(Nc2nnc(SCC(=O)NC3CCCc4ccccc43)s2)c1 (centres undefined)
/,1%,41*,0%,-10,-54*,2.5%,6%,-5,COC(=O)c1cc(NC(=O)Nc2ccccc2)ccc1Cl
-12,3%,2,-5%,-6,3,-0.6%,1%,1,CCOc1ccccc1C(=O)N1CCC(c2nc3ccccc3o2)CC1
-2,-3%,6,-2%,-7,-11,0.3%,-4%,2,COc1ccc(C(=O)CSC2=C(C#N)C3(CCCCC3)C(C#N)=C(N)N2)cc1
-16,-4%,12,-3%,-1,-7,0.0%,-8%,1,CCCNC(=O)C1CC(=O)N(c2ccc(OCc3ccc(Cl)cc3)cc2)C1 (centres undefined)
-2,3%,0,0%,-2,8,-0.2%,-10%,2,O=C(COC(=O)C1CC(=O)N(Cc2ccco2)C1)Nc1ccccc1[N+](=O)[O-] (centres undefined)
1,3%,1,-1%,12,8,-3.0%,-2%,-2,CC1(C)CC(=O)C(c2c[nH]c3ccccc23)C(=O)C1
4,-1%,5,-2%,-1,-18,0.6%,-2%,-10,Nc1ccc(C(=O)O)cc1[N+](=O)[O-]
0,0%,/,0%,/,/,/,-12%,/,C[C@@H]1CN([C@@H](C)CO)C(=O)CCCn2nncc2CO[C@@H]1CN(C)C(=O)Nc1ccc(C(F)(F)F)cc1
-2,2%,3,-8%,-4,1,1.0%,-17%,-3,CCN(C(=O)CN1CCN(S(=O)(=O)c2cc(Cl)ccc2Cl)CC1)c1c(N)n(Cc2ccccc2)c(=O)[nH]c1=O
-10,1%,-3,-1%,27,-6,-2.5%,10%,5,CC(=O)N1CCC(C(=O)OCc2ccc(Cl)cc2)(c2ccccc2)CC1
-10,1%,2,-2%,40*,-26,0.5%,-2%,0,CC(=O)Nc1ccccc1C(=O)N1CC(C)OC(C)C1 (centres undefined)
7,3%,4,-6%,3,-9,0.2%,-1%,-2,CN(C)C(=O)CSc1nnc(CCCCCNC(=O)OC(C)(C)C)o1
0,2%,0,-6%,2,-19,-1.2%,-13%,2,COc1ccc(S(=O)(=O)N2CCCC2CNC(=O)C(=O)NCc2ccccn2)cc1 (centres undefined)
-4,-7%,4,-10%,-12,2,2.0%,2%,8,CCOc1cccc(C(=O)Nc2ccc3c(c2)OCCO3)c1
12,-1%,6,-3%,-30,-15,11%,/,-4,COc1ccc(-c2cc(-c3ccc(Br)cc3)nc3ncnn23)cc1OC
-15,1%,7,-3%,14,7,-0.7%,0%,4,O=C(Oc1cccc(N2C(=O)C3C4c5ccccc5C(c5ccccc54)C3C2=O)c1)c1ccco1 (centres undefined)
/,6%,-1,-1%,0,1,?,-2%,3,O=C(NCCc1ccccc1)C1CCN(c2nc3ccccc3nc2C(F)(F)F)CC1
-12,-4%,-1,-3%,1,-22,1.3%,2%,-5,Cc1nn(CC(=O)NCc2ccccc2Cl)c(C)c1[N+](=O)[O-]
-4,1%,1,-1%,5,2,3.2%,5%,1,Cc1ccc(NC(=O)c2cc(Cl)nc3ccccc23)cc1
-6,?,7,-10%,-8,-4,3.2%,-12%,-5,CN1CCN(CCCNC(=O)c2ccc(/C=C3\Sc4ccccc4N(Cc4ccc(F)cc4)C3=O)cc2)CC1
/,-1%,2,-3%,0,-11,3.7%,6%,2,COc1cccc(NS(=O)(=O)c2ccc3[nH]cc(C(=O)N4CCCCCC4)c(=O)c3c2)c1
-14,-4%,3,-3%,-4,4,2.5%,/,-3,CCN(CC)c1ccc(C(=O)OCC(=O)NC2CCCCC2C)cc1 (centres undefined)
0,1%,21,7%,-17,-5,1.0%,0%,-5,COc1ccc(C(=O)CSc2nnc(CNC(=O)c3ccccc3)o2)cc1
14,0%,4,-3%,-8,-3,-3.4%,0%,-8,Cc1cc(C)c2c(N)c(S(=O)c3ccc(C(C)(C)C)cc3)sc2n1 (centres undefined)
14,3%,5,-2%,3,0,-0.6%,1%,-5,O=C(COc1ccc(C(=O)O)cc1)Nc1cccc(C(F)(F)F)c1
-3,1%,2,1%,-7,-28,-1.4%,-1%,3,COc1ccc(NC(=O)CNc2cccc(C#N)c2)cc1Cl
-9,1%,6,-2%,1,-7,2.2%,12%,-6,O=C(O)c1cccc(N2CCCC2)c1
-15,0%,-1,0%,0,-4,-1.3%,0%,-2,O=C1CC(c2nnc(Cc3ccc(F)cc3Cl)o2)CN1c1ccccc1 (centres undefined)
/,-5%,0,-1%,-6,-20,-1.3%,2%,1,Cc1ccc(NC(=O)C(Cc2ccccc2)NS(=O)(=O)c2ccc3c(c2)oc(=O)n3C)c(Cl)c1 (centres undefined)
-4,-7%,/,1%,/,/,/,11%,/,CCc1ccc(-c2n[nH]nc2C2=CC(=O)C[C@H](c3ccc(F)cc3)C2)cc1

Screening data: PubChem, National Center for Advancing Translational Sciences (NCATS)

A portion of the library. The share of hits here may be higher or lower than overall.
